ULK1 inh – human ULK1 kinase inhibition, primary screen. O75385. AlphaScreen Atg13 phosphorylation by ULK1, luminescence. inhibition, % at 5.96 µM. 1.9% of 30,000 active; in the data active = inhibition above about 43%;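 also: 0% = median of compound wells and 100% = no enzyme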
Target sequence (O75385 whole entry, looked up): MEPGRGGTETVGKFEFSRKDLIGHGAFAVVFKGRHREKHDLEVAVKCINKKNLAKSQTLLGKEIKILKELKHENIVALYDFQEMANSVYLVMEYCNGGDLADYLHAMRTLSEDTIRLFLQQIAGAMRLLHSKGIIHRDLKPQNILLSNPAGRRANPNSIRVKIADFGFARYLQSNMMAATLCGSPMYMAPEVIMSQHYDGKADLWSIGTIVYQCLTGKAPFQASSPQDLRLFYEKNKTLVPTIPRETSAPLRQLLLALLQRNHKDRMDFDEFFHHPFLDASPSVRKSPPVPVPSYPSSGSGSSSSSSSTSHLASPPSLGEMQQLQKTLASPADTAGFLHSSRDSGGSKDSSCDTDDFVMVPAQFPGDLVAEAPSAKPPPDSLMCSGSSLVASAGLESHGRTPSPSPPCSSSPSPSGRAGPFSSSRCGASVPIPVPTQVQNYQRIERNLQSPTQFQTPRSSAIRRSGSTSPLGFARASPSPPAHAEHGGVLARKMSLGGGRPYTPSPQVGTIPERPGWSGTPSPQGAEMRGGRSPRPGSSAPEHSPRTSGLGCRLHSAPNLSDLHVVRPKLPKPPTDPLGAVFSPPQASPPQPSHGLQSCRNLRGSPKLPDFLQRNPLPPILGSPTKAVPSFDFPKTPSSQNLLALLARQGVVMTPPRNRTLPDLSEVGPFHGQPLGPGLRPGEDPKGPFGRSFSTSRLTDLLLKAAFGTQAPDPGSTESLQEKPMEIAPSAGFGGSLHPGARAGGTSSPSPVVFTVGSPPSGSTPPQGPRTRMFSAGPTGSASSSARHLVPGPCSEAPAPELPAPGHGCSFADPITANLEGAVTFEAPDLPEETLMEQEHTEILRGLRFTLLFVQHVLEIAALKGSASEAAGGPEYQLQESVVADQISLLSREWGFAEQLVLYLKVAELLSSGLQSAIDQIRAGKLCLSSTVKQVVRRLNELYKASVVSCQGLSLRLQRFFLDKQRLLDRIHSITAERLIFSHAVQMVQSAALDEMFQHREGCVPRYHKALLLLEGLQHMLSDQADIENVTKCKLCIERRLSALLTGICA
ASK1 inh – human ASK1 kinase inhibition, primary screen; AID 1159602; Q99683; inhibition, % at 7.44 µM; 0.99% of 22,000 active; AlphaScreen MKK6 phosphorylation by ASK1, luminescence; in the data active = inhibition above about 35%;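 also: 0% = median of compound wells and 100% = no enzyme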
Numbers without * were called inactive; · = no result given.

SMILES | ULK1 inh | ASK1 inh
CC[C@H]1OC(=O)[C@H](C)[C@@H](O[C@H]2C[C@@](C)(OC)[C@@H](O)[C@H](C)O2)[C@H](C)[C@@H](O[C@@H]2O[C@H](C)C[C@H](N(C)C)[C@H]2O)[C@](C)(O)C[C@@H](C)[C@@H]2N[C@@H](COCCOC)O[C@H]([C@H]2C)[C@]1(C)O | -0.9 | ·
COc1ccc(-c2nc(NCCN(C(C)C)C(C)C)c3[nH]cnc3n2)cc1 | -10.8 | -9.9
O=C(NCc1cccnc1)c1ccnc(NC2CCN(Cc3ccccc3)CC2)c1 | -6.5 | -14.9
CC(C)N(CCNc1nc(Nc2ccnn2C)nc2nc[nH]c12)C(C)C | -4.6 | 0.0
O=C(O)c1csc(Nc2ccccc2Br)n1 | 2.1 | -14.6
C#C[C@]1(OC(C)=O)CC[C@H]2[C@@H]3CCC4=C[C@@H](OC(C)=O)CC[C@@H]4[C@H]3CC[C@@]21C | 6.5 | ·
COc1ccc(-c2cncc(C(=O)NCCCN3CCCC3=O)c2)cn1 | 3.7 | 0.5
Cc1cc(NCCc2ccc(O)cc2)nc(Nc2cnccn2)n1 | -13.4 | 5.2
O=C(Nc1ccc(N2CCOCC2)cc1)c1cccc(-c2ccc(N3CCOCC3)nc2)n1 | 6.5 | -3.7
CCCNc1cc(-c2cccs2)ncn1 | -12.7 | -6.3
Cc1cc(C=C2C(=O)OC3(CCCC3)OC2=O)c(C)n1-c1ccc([N+](=O)[O-])cc1 | 4.5 | ·
CS(=O)(=O)Nc1cccc(-c2ccnc(Nc3ccc(CC(N)=O)cc3)n2)c1 | 29.7 | 0.6
CC(C)NCC(O)CO (configuration not stated) | -7.1 | ·
O=C(Nc1cccc(Cl)c1N1CCN(C2CC2)CC1)c1ccc(Br)o1 | -3.5 | -4.6
O=C(Cc1cn(-c2ccc(Nc3nccc4ccccc34)nn2)c2ccccc12)NCc1cccnc1 | 5.4 | 9.0
Cc1cccc(CC(=O)Nc2cnn(-c3cccc(C(=O)Nc4ccc(N5CCOCC5)cc4)c3)c2)c1 | -0.7 | 16.2
Cc1cc(Nc2ccccc2)nc(N2CCN(C(=O)C(C)(C)C)CC2)n1 | -4.3 | ·
O=C(NCCN1CCOCC1)C1CCN(c2ccc(Nc3ccccc3)nn2)CC1 | -1.4 | 6.2
COc1cn(CC(=O)Nc2ccccc2)c(CN2CCN(c3ccc(F)cc3)CC2)cc1=O | -1.0 | ·
Cn1cc(-c2ccc3cnc(Nc4ccc(-c5ccc(N6CCOCC6)nc5)cc4)nc3c2Cl)cn1 | 42.7* | 37.7*
O=C(NCCO)c1ccc2nc(Oc3ccccc3)sc2c1 | 12.5 | 7.0
NC(=O)c1ccc(-c2ccc(C(=O)NC3CC3)cc2)s1 | -0.4 | -2.5
CCC(=O)NNC(=S)NC(=O)c1ccc(Br)cc1 | -1.8 | ·
COc1ccccc1CNC(=O)Nc1ccc(-c2cn[nH]c2)cc1 | -3.5 | 0.1

Reformatted with values ahead of the structure: 3 of the compounds above.
ULK1 inh | ASK1 inh | structure
-3.5 | -4.6 | O=C(Nc1cccc(Cl)c1N1CCN(C2CC2)CC1)c1ccc(Br)o1
12.5 | 7.0 | O=C(NCCO)c1ccc2nc(Oc3ccccc3)sc2c1
42.7* | 37.7* | Cn1cc(-c2ccc3cnc(Nc4ccc(-c5ccc(N6CCOCC6)nc5)cc4)nc3c2Cl)cn1

Additional structures follow:
SMILES | ULK1 inh | ASK1 inh
c1ccc2[nH]c(CNc3nc(Nc4ccncn4)nc4nc[nH]c34)nc2c1 | 17.5 | 8.8
NC(=O)c1ccc2nc(-c3ccc(C(=O)NC4CC4)cc3)sc2c1 | -1.7 | 7.9
Cc1cccc(CC(=O)Nc2cnn(-c3cccc(-c4ccncc4)c3)c2)c1 | -3.1 | 7.3
Cc1nn(C)c(C)c1-c1nc(NCCN2CCOCC2)c2ncn(-c3ccccc3)c2n1 | -4.4 | 4.6
COc1cc2nc(Nc3cccc(N(C)C)c3)nc(NCCCN3CCCC3=O)c2cc1OC | 7.0 | 13.5
COc1ccc2[nH]cc(C(=O)CCl)c2c1 | 5.9 | ·
COc1ccc(CCNc2nc(NCCCN3CCCC3=O)nc3nc[nH]c23)cc1 | 7.5 | 1.0
COc1ccc(-c2ccc(C(=O)Nc3ccccc3)s2)cn1 | 0.4 | -11.2
NC(=O)c1ccc(-c2nc(NCc3nc4ccccc4[nH]3)c3ncn(-c4ccsc4)c3n2)cc1 | -2.9 | -26.7
c1ccc(CN2CCC(Nc3ncnc4nc(N5CCN(c6ccccn6)CC5)[nH]c34)CC2)cc1 | -11.9 | 9.8
N=C(N)c1ccc2cc(OC(=O)c3ccc(N=C(N)N)cc3)ccc2c1 | -5.9 | ·
Cn1c(=O)c(C(=O)Nc2ccc(N)cc2)c(O)c2ccccc21 | 5.7 | ·

In a second layout: results already given
Value order – ULK1 inh, ASK1 inh
Cc1nn(C)c(C)c1-c1nc(NCCN2CCOCC2)c2ncn(-c3ccccc3)c2n1
→ -4.4, 4.6
COc1cc2nc(Nc3cccc(N(C)C)c3)nc(NCCCN3CCCC3=O)c2cc1OC
→ 7.0, 13.5
COc1ccc2[nH]cc(C(=O)CCl)c2c1
→ 5.9, ·
COc1ccc(CCNc2nc(NCCCN3CCCC3=O)nc3nc[nH]c23)cc1
→ 7.5, 1.0

The list goes on.
SMILES | ULK1 inh | ASK1 inh
Cn1c(Nc2nc3ccc(C(=O)NCCN4CCOCC4)cc3s2)nc2ccccc21 | -1.8 | 10.1
CCc1c(C)nc(-n2nc(C)cc2C)n(CC(=O)Nc2cccc(Cl)c2)c1=O | -18.2 | ·
COc1cccc(CNC(=O)C(O)c2ccc(-c3cn[nH]c3)cc2)c1 (configuration not stated) | -10.0 | 4.6
CN(C)CCNc1cc(-c2cn[nH]c2)ccc1NC(=O)[C@@H]1COc2ccccc2O1 | 8.2 | 3.4
Cc1cncc2cccc(NC3CCN(C(=O)C(O)c4ccc(F)cc4)CC3)c12 (configuration not stated) | -4.4 | -15.1
C=CCN1C(=O)C(C)(C)COc2cc(NC(=O)c3cc(OC)c(OC)c(OC)c3)ccc21 | -2.7 | ·
COc1cc(Nc2nc(NCCCN3CCCC3=O)c3ncn(-c4ccsc4)c3n2)cc(OC)c1OC | 5.1 | -11.4
COc1cc(NC(=O)c2cccc(-n3cc(Nc4cccc(-c5ccccc5)n4)cn3)c2)ccc1N1CCOCC1 | -7.7 | 1.6
O=c1[nH]c(C2COc3ccccc3O2)nc2ccc(-c3cn[nH]c3)cc12 (configuration not stated) | 0.0 | 25.3
N#CCC(=O)NCCOc1ccccc1 | -3.2 | ·
CCCn1cc(NC(=O)C2CC(c3cccc4cc[nH]c34)=NO2)cn1 (configuration not stated) | -6.3 | -6.9
COc1ccc(CCNc2cc(Nc3ccc(-n4ccnc4)cc3)ncn2)cc1 | -7.5 | 11.3
COc1ccc(CCNc2nc(NC3CCC(O)CC3)nc3c2ncn3-c2ccsc2)cc1 (configuration not stated) | -1.7 | 4.1
Nc1cccc(-c2nc(Nc3ccc(N4CCOCC4)cc3)c3ncn(Cc4ccc(C(F)(F)F)cc4)c3n2)c1 | -31.2 | 15.2
O=C(Cc1ccccc1)Nc1ccc(I)cc1 | -7.8 | ·
COc1nc(Nc2ccccc2)nc(-c2ccc(C(=O)NC3CC3)cc2)n1 | 22.8 | 0.4
Cc1cc(C)cc(OCC(=O)N/N=C/c2ccc3c(c2)OCO3)c1 | -10.1 | ·
c1cc(-n2cnc3c(Nc4ccc5c(c4)OCO5)nc(Nc4ccc(N5CCOCC5)cc4)nc32)cs1 | 29.4 | 49.7*
OC(CCN1CCCC1)(c1ccccc1)C1CCCCC1 (configuration not stated) | -29.5 | ·
CC(=O)Nc1ccc(Nc2nc(Nc3cccc(N(C)C)c3)ncc2C)cc1 | -8.6 | 9.7
CN(C)c1cccc(Nc2nc(NC3CC3)c3ncn(Cc4ccc(C(F)(F)F)cc4)c3n2)c1 | 28.4 | 15.7
C=CCN1C(=O)/C(=C\N(C(C)=O)c2ccccc2)SC1=S | 13.0 | ·
Cc1cnc(Nc2ccc(N3CCOCC3)cc2)nc1NCCCN1CCCC1=O | 44.2* | -6.7
CC(C)(C)OC(=O)N[C@H](C(=O)NCc1nc(-c2ccncc2)n[nH]1)c1ccccc1 | -0.4 | 7.8
COc1ccccc1N1CCN(C(=O)COc2ccc(Cl)cc2)CC1 | -15.6 | ·
c1ccc(CNc2nc(N3CCN(c4ccccn4)CC3)nc3nc[nH]c23)cc1 | -50.6 | 0.1
c1cnc2ccc(Nc3nc4ncnc(NCc5nc6ccccc6[nH]5)c4[nH]3)cc2c1 | 15.5 | 17.9
COc1cccc(OCC(=O)Nc2ccc(-c3cn[nH]c3)cc2N2CCN(C)CC2)c1 | -6.0 | -5.0
COc1cc(Nc2nc(-c3cccc(C(C)=O)c3)nc3c2ncn3C(C)C)cc(OC)c1OC | 14.7 | 5.0
c1ccc(-c2cc(N3CCc4ccccc4C3)nc(-c3cccnc3)n2)nc1 | 0.9 | ·
CC(C)N(CCNc1ncnc2c1nc(-c1ccc(C(=O)NC3CC3)cc1)n2C(C)C)C(C)C | 8.9 | -5.9
Cc1ncn(-c2ccc(Nc3ncc4cccc(C#N)c4n3)cc2)n1 | 6.2 | 12.0
Nc1nc(N2CCN(c3ccccn3)CC2)nc2c1ncn2C1CCCCC1 | 1.0 | -2.0
NC(=O)c1ccc(-c2nc(Nc3ccc(N4CCOCC4)cc3)c3ncn(-c4ccccc4)c3n2)cc1 | -5.4 | 4.8
O=Cc1cn2c(n1)sc1ccccc12 | 1.9 | ·
COc1ccc(Nc2nc(NCc3cccc(C(F)(F)F)c3)c3ncn(C(C)C)c3n2)cn1 | -7.9 | 22.5
COc1ccc(CCNc2ncnc3c2nc(-c2c(C)nn(C)c2C)n3C(C)C)cc1 | 2.7 | -5.2
C=CCNc1nc(N)c(C(=C(C#N)C#N)c2ccc(Br)cc2)s1 | 6.5 | ·
Cc1cc(NCCN(C(C)C)C(C)C)nc(NCCCN2CCCC2=O)n1 | 0.7 | -0.9
COc1cc(Nc2nc(NC3CC3)c3ncn(-c4ccsc4)c3n2)cc(OC)c1OC | -7.2 | -4.1
CCCNC(=O)c1ccc2nc(-c3cccc(C(C)=O)c3)sc2c1 | 4.8 | -13.2
Cc1cnc(Nc2cnccn2)nc1NCc1ccccc1 | 7.7 | 8.4
O=C1CCCN1CCn1cnc2c(NCCc3ccc(O)cc3)nc(Nc3nccc4ccccc34)nc21 | -0.9 | 7.3
CC(=O)c1cccc(-c2nc(NCCCN3CCCC3=O)c3ncn(C4CCCCC4)c3n2)c1 | -29.6 | -7.0
Cn1nccc1Nc1nc(NCc2ccccc2)c2ncn(CCN3CCCC3=O)c2n1 | 0.6 | 0.6
NC(=O)c1ccc(-c2cccc(C(=O)NC3CCN(Cc4ccccc4)CC3)c2)cc1 | -12.2 | -3.2
C=CCSc1nc2c(c(=O)[nH]1)C(c1ccc(F)cc1)C(C(=O)OC)=C(C)N2 (configuration not stated) | -26.1 | ·
O=C(O)c1cc(O)c2c(c1)[C@@H]([C@H]1c3cc(C(=O)O)cc(O)c3C(=O)c3c(O[C@H]4O[C@H](CO)[C@@H](O)[C@H](O)[C@H]4O)cccc31)c1cccc(O[C@H]3O[C@H](CO)[C@@H](O)[C@H](O)[C@H]3O)c1C2=O | 67.3* | ·
COc1cc(Nc2nc(NCc3ccc4c(c3)OCO4)nc3nc[nH]c23)cc(OC)c1OC | -13.8 | 21.1
CN1CCN(C(=O)c2ccc(-c3nc(NCCc4ccc(O)cc4)c4ncn(C5CCCCC5)c4n3)cc2)CC1 | -0.5 | 6.2
CCCOc1ccc(C(=O)CCN2CCCCC2)cc1 | 1.7 | ·
FC(F)(F)c1cccc(CNc2nc(Nc3ccncn3)nc3nc[nH]c23)c1 | 9.7 | -11.2
O=C(NC1CC1)c1ccc(-c2nc(NCCc3ccc(O)cc3)c3[nH]cnc3n2)cc1 | 8.8 | -1.4
CCNC(=O)Cn1c(CO)cnc1SCc1ccc(Cl)cc1Cl | 7.3 | ·
c1ccc(CSc2nnc(-c3ccccn3)o2)cc1 | -4.2 | ·
C=CCNC(=O)c1ccc(-c2cnn(-c3ccc(C(C)C)cc3)c2)nc1 | -8.1 | ·
Cc1cnc(-c2ccc(N3CCN(C)CC3)cc2)nc1NCc1cccc(C(F)(F)F)c1 | -29.3 | -4.6
CN(C)CCNc1cc(-c2ccccn2)nc(-c2ccncc2)n1 | -5.4 | ·
CCN(CC)C(=O)C1CCCN(c2nccc(N)n2)C1 (configuration not stated) | -13.8 | 0.4
Cc1cc(N)nc(-c2c(C)nn(C)c2C)n1 | 0.9 | -0.6

(listing goes on)
SMILES | ULK1 inh | ASK1 inh
O=C(Nc1ccc(N2CCOCC2)cc1)c1cnc(Nc2ccc3ncccc3c2)s1 | 9.8 | -1.4
CN[C@@H]1[C@H](OC2[C@H](O[C@H]3[C@H](O)[C@@H](O)[C@H](N=C(N)N)[C@@H](O)[C@@H]3N=C(N)N)O[C@@H](C)[C@]2(O)C=O)O[C@@H](CO)[C@H](O)[C@H]1O (some centres not stated) | -16.0 | ·
c1ccc(-c2nccc(NCc3nc4ccccc4[nH]3)n2)cc1 | 7.3 | -0.9
COC(=O)c1ccccc1Nc1ccnc(Nc2ccccn2)c1 | -5.2 | -15.1
O=C1CCCN1CCn1cnc2c(NCc3ccccc3)nc(NC3CCN(Cc4ccccc4)CC3)nc21 | -0.7 | -12.5
O=C(Cc1ccccc1)Nc1cnn(-c2ccnc(Nc3ccc(N4CCOCC4)cc3)c2)c1 | -24.2 | 6.0
O=C(NCc1cccnc1)c1ccnc(Cl)c1 | 1.5 | -2.9
COc1cc(Nc2nc(C)cc(Nc3ccccc3)n2)cc(OC)c1OC | -12.1 | 11.9
N#Cc1cc(-c2ccnc(Nc3ccc(-n4cnc(N5CCC(O)CC5)n4)cc3)n2)ccc1N1CCC(O)CC1 | 72.1* | -8.6
C/C(CC(=O)N1CCN(C=O)CC1)=N\NC(=O)C(=O)Nc1cccc(Cl)c1C | -7.6 | ·
O=C(NCc1ccccc1)c1ccc2nc(Nc3ccc(-n4ccnc4)cc3)sc2c1 | 3.5 | 13.4
